E coli WT exp – E. coli BW25113 growth inhibition, expanded screen; OD600 absorbance; growth inhibition, % at 100 µM; actives 0.15% (n = 98,000);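 active = growth inhibition above about 50% at one test dose, limit read from the data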;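 note: growth measured after 20 h incubation at 37 °C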
PostGolgi ctrl – growth of the yeast control strain, post-Golgi counter-screen | efflux-deficient yeast background strain, growth absorbance A615, 16 h | actives 5% (n = 98,000) | inhibition, % at 10 µM
hDAT+cocaine – human DAT dopamine uptake with cocaine, either direction | actives 1.3% (n = 110,000) | B-score at 10 µM | LLC-PK1 hDAT cells, [14C]-dopamine uptake with cocaine IC80; actives deviate in either direction | Q01959;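 active = Z score or B-score, a plate-position-corrected score, falls beyond the plate's 99.7% confidence bounds, in either direction; inactive = both scores lie inside the 99.7% bounds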;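 note: scored against the spread of the other compound wells on the same plate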
Pyk2 oligo antag – Pyk2 (human) oligomerization antagonism; actives 0.83% (n = 99,000); AID 1347419; Q293 cells, Pyk2 FERM NanoBiT luminescence; hits give low values; Q14289; z-score (the deposit names both 25 µM and 10 µM);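 active = Z-score of -3 or lower, scaled per plate to the spread of control and sample wells; inactive = z-score above -3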;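 note: negative z-score means lost luminescence so less FERM oligomerization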
CYP2C9 inh – blocks human cytochrome P450 2C9. P11712. CYP2C9 Supersomes, luciferin-H conversion, luminescence. inhibition, % at 5 µM. actives 20% (n = 96,000);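 active = blocking of liver enzyme CYP2C9 beyond about 50% at 5 µM, limit read from the data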; note: values of inactives mirror those of a sister screen read the other way
Target sequence (P11712 whole entry, looked up): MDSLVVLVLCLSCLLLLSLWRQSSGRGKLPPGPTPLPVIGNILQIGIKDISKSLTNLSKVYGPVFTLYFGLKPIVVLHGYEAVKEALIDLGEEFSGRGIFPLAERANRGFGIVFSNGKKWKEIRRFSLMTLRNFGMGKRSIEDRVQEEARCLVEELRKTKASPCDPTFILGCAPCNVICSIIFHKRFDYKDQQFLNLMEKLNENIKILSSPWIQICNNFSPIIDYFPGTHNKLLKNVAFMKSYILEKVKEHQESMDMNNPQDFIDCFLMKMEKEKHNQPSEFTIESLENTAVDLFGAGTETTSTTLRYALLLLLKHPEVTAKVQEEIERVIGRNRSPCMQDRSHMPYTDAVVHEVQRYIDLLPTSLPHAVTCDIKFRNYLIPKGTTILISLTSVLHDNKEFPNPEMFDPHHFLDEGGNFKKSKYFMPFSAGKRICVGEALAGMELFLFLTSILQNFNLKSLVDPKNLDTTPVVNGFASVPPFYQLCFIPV
LYP act – LYP (human) phosphatase activation; Q9Y2R2; recombinant LYP, DiFMUP fluorescence; 0 = plate median, 100 = signal doubled; activation, % at 2 µM; actives 0.11% (n = 96,000); AID 697;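 active = activation at 2 µM above a set limit, the mean plus 5 SD, cut at about 37% in these data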
LYP inh 2 – LYP (human) phosphatase inhibition; Q9Y2R2; recombinant LYP catalytic domain, DiFMUP fluorescence; inhibition, % at 2 µM; actives 0.21% (n = 96,000); AID 640;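 active = inhibition at 2 µM at or above a set limit, the screen mean plus 3 SD, cut at about 24% in these data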;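 note: 0% = DMSO with enzyme and 100% = enzyme fully blocked by orthovanadate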
PostGolgi yeast – growth inhibition of a yeast mutant, post-Golgi transport screen | inhibition, % at 10 µM | actives 0.9% (n = 98,000) | post-Golgi transport phenotypic cell assay;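 note: yeast cells grown in 1536-well plates; yeast grown about 18 h at 30C before absorbance read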
CYP2C9 activ – activators of human CYP2C9 | P11712 | recombinant CYP2C9, luciferin-H conversion, luminescence; hits give high values; factor 1 = untreated enzyme, 0 = blocked | activation factor at 5 µM | actives 1.4% (n = 96,000);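 active = activation factor of 2 or more for CYP2C9 at a 5 µM dose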;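 note: 0 = sulfaphenazole-blocked wells and 1 = vehicle-only wells; values of inactives mirror those of a sister screen read the other way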
The depositor's hits bear a star; nt = no result given. Cut-off read from the data, not from the text of the source, unless noted: active = inhibition above about 30%; inactive = the rest.

SMILES	E coli WT exp	PostGolgi ctrl	hDAT+cocaine	Pyk2 oligo antag	CYP2C9 inh	LYP act	LYP inh 2	PostGolgi yeast	CYP2C9 activ
Cc1ccc2cc(C#N)c(NCCCNC(=O)C3CCCO3)nc2c1 (centres undefined)	3	2	0.83	-0.1	24	7	-4	23	0.8
S=C(c1ccc(-c2cc(Cl)ccc2Cl)o1)N1CCOCC1	-4	22	0.89	-0.06	-82	nt	nt	-5	1.8
Cc1cc(C(=O)N2CCCC2C(=O)O)c(C)o1 (centres undefined)	0	0	0.13	-0.16	-8	nt	nt	4	1.1
NC(=O)c1ccccc1NS(=O)(=O)c1ccccc1	7	-2	-0.04	-0.05	-133	0	-3	-6	2.3*
COc1ccccc1-c1ccc(NC2CCCCC2)nn1	8	5	0.12	-0.16	nt	nt	nt	-4	nt
CC(C)NC(=O)c1ccccc1-c1nc(-c2ccccc2Cl)no1	1	8	-0.37	-1.5	79*	3	-4	-3	0.2
COc1ccccc1-n1c(C)nc(=O)c(-c2ccccc2)c1C	5	-2	-1.3	1.1	7	9	-10	4	0.9
CC(=O)Nc1nonc1C(=O)N1CCC(C)CC1	nt	nt	-0.12	1.4	nt	-7	4	nt	nt
CC(C)c1ccc(NC(=O)CN(Cc2ccccc2)S(C)(=O)=O)cc1	nt	nt	3*	-1.1	nt	-2	2	nt	nt
Cc1cc(NC(=O)CSc2nc3ccccc3s2)no1	0	5	0.13	1.2	26	2	-1	-4	0.7
CCCc1cc(C(=O)N/N=C/c2ccc(C)o2)c2ccccc2n1	25	7	-0.27	-0.29	64*	7	-1	-3	0.4
CCCc1cc(=O)[nH]c(SCC(=O)Nc2c(C)cccc2C)n1	-3	2	nt	1	36	2	-1	-2	0.6
CC(C)OCCCn1c(=NC(=O)c2ccncc2)c(C#N)cc2c(=O)n3ccccc3nc21	1	2	-1.2	0.22	74*	-17	15	0	0.3
CC(Sc1ccc(Cl)cc1)C(=O)Nc1ccccc1C(=O)N1CCOCC1 (centres undefined)	-2	3	-0.11	0.7	-10	6	-3	-7	1.1
COc1ccc(CNC(=O)c2cccnc2Sc2ccc(Cl)cc2)cc1	7	1	-0.02	0.33	5	-6	9	2	1

3 entries from above, reformatted.
Results follow in this order: E coli WT exp, PostGolgi ctrl, hDAT+cocaine, Pyk2 oligo antag, CYP2C9 inh, LYP act, LYP inh 2, PostGolgi yeast, CYP2C9 activ
COc1ccccc1-c1ccc(NC2CCCCC2)nn1
    8, 5, 0.12, -0.16, nt, nt, nt, -4, nt
CC(C)c1ccc(NC(=O)CN(Cc2ccccc2)S(C)(=O)=O)cc1
    nt, nt, 3*, -1.1, nt, -2, 2, nt, nt
Cc1ccc2cc(C#N)c(NCCCNC(=O)C3CCCO3)nc2c1 (centres undefined)
    3, 2, 0.83, -0.1, 24, 7, -4, 23, 0.8

Continuation.
SMILES	E coli WT exp	PostGolgi ctrl	hDAT+cocaine	Pyk2 oligo antag	CYP2C9 inh	LYP act	LYP inh 2	PostGolgi yeast	CYP2C9 activ
COc1ccc(CCC(=O)N2c3ccccc3CC2C)cc1 (centres undefined)	-6	10	1.3	-1.5	57*	-13	12	-26	0.4
Cc1ccc(-c2nnn(CC(=O)N(CC(=O)NCC3CCCO3)c3ccc(F)c(Cl)c3)n2)o1 (centres undefined)	-3	16	0.69	-0.23	36	-11	9	-13	0.6
COc1cccc(C2CC(c3cccc(OC)c3)n3nc(N)nc3N2)c1 (centres undefined)	5	8	0.28	nt	4	nt	nt	7	1
CCC1CCCCN1Cc1ccc(OC)c(C)c1 (centres undefined)	3	24	-0.7	-0.49	4	7	-8	1	1
CC1Cc2nc(SCC(=O)OCc3ccccc3)n(C)c(=O)c2S1 (centres undefined)	6	8	-0.76	nt	77*	nt	nt	-1	0.2
S=C(NN=C1CCCCCC1)Nc1ccc(Cl)cc1	-5	21	0.37	0.9	5	-4	6	13	0.9
N/C(Cc1ccc([N+](=O)[O-])cc1)=N\OC(=O)c1ccc2ccccc2c1	1	72*	0.3	3.5	-17	-6	7	13	1.2
Cc1cccc(OCc2nnc(SCC(=O)N(C(C)C)C(C)C)n2Cc2ccco2)c1C	-13	12	1.8	-0.87	38	-7	6	17	0.6
O=c1[nH]c2ccccc2n1Cc1ccccc1	-6	6	-0.84	nt	2	5	-8	-2	1
O=C(c1ccccc1)c1cc2ccc(O)cc2oc1=O	-1	6	-0.52	-0.28	80*	0	0	1	0.2
Cc1sc2ncnc(NCCc3ccc(S(N)(=O)=O)cc3)c2c1C	-5	3	nt	1	4	-4	3	-2	1
Clc1ccc(-c2nnc(C3CCCCC3)o2)cc1	0	11	0.017	0.12	-8	-3	6	-15	1.1
CCOC(=O)c1cc(OC(=O)c2cccnc2)n(-c2ccccc2)n1	3	-1	-0.54	nt	14	-8	6	0	0.9
Cn1c(=O)oc2cc(S(=O)(=O)N3CCC(C(=O)NCC4COc5ccccc5O4)CC3)ccc21 (centres undefined)	-12	4	0.1	nt	-29	0	-4	-6	1.3
CCN(CC)S(=O)(=O)c1ccc(C(=O)NCCCN=C2NS(=O)(=O)c3ccccc32)cc1	nt	nt	-0.016	-0.14	nt	10	-8	nt	nt
CCC1CCCCN1C/C=C/c1ccccc1[N+](=O)[O-] (centres undefined)	2	7	0.76	0.36	-5	-4	7	5	1.1
Cc1ccc(-c2noc(C3CCCN(C(=O)C4CCCCC4)C3)n2)o1 (centres undefined)	6	7	1	-0.23	60*	-5	4	-6	0.4
CC1Cc2ccccc2N1C(=O)CSc1nnc(NC(=O)Cc2cccs2)s1 (centres undefined)	-6	-6	2.1	nt	6	10	-10	-3	0.9
CCOC(=O)c1c(C)[nH]c(C)c1C(=O)CSc1nnc(-c2ccncc2)n1C	1	2	nt	0.17	63*	32	-36	10	0.4
CCCC(CCC)C(=O)NCCN1CCOCC1	2	0	-0.33	0.55	-1	-5	2	-8	1
CN(C)/C=N/c1ncc(C(=O)c2ccccc2)s1	0	9	-0.89	0.33	-16	-2	4	-8	1.2
O=C(c1ccc2c(c1)OCO2)N1CCN=C1SCc1ccccc1	-2	9	0.79	nt	32	nt	nt	-9	0.7
COC(=O)c1sc(N)c(C(=O)OC)c1CSc1nnc(-c2ccccc2Cl)n1C	5	5	1.3	1	97*	6	-8	4	0
O=C(CC1CCCCC1)NC1CCCC1	7	5	-0.54	-0.1	40	-7	8	-3	0.6
CC1(C(=O)NC2CCCC2)CCC(=O)N1CCC1=CCCCC1 (centres undefined)	-2	9	-0.39	-0.27	33	5	-7	-11	0.7
COc1cc(NC(=O)c2ccc(C)cc2)c(OC)cc1NC(=O)CN1CCOCC1	1	-1	0.84	-0.45	7	-3	1	14	0.9
O=C(Cn1cnc2ccccc2c1=O)N(Cc1ccco1)c1ccc(O)cc1	8	8	2.3	-1.7	34	9	-13	2	0.7
CCOc1ccc(-n2cnnn2)cc1S(=O)(=O)NC1CC1	-3	6	-0.59	0.06	4	9	-9	-1	1
Cc1ccccc1-n1nc(C(=O)O)cc1-c1ccccc1	5	6	-0.13	0.72	0	-14	15	-8	1
Cc1nn(-c2ccccc2)c(Cl)c1C(=O)Nc1c(C)n(C)n(-c2ccccc2)c1=O	6	3	-0.35	-0.1	8	-16	13	17	0.9
Cc1ccc(S(=O)(=O)CCC(=O)c2ccc(O)cc2O)cc1	50*	5	-1.3	0.03	-91	3	-2	-2	1.9
Cc1cccc(-c2nc(=S)c3c(n2Cc2ccco2)CCCC3)c1	4	7	0.13	-0.5	16	-13	16	3	0.8
Cn1ncc(C#N)c1NC(=O)C1CC(c2c(F)cccc2Cl)=NO1 (centres undefined)	6	-2	1.1	0.64	72*	1	3	5	0.3
CC(=O)c1cccc(NC(=O)Nc2ccc(C(=O)N3CCCC3)cc2)c1	4	0	-0.74	-1.4	25	-18	15	3	0.7
CCOC(=O)c1sc(/N=C/Nc2nc(C)c(C(=O)OCC)s2)nc1C	-4	-1	0.58	0.39	29	2	-4	-4	0.7
O=C1C2C3C=CC(C3=C3CCCCC3)C2C(=O)N1c1ccccc1 (centres undefined)	-8	8	-0.015	0.47	-30	1	-2	-12	1.3
O=C(Nc1ccc(C(=O)N2CCCCC2)cc1)C1CCCCC1	-6	1	0.87	0.91	4	-2	2	14	1
CC(=O)c1noc(C)c1C(=O)Nc1nccs1	2	5	0.61	0.81	3	-4	4	1	1
COc1ccccc1CN(C)C(=O)C1COc2ccccc2O1 (centres undefined)	-1	-3	0.57	-0.69	47	10	-14	2	0.5
CC1CC(C)(C)N(C(=O)CSc2ccc(-c3ccc(F)cc3)nn2)c2ccccc21 (centres undefined)	-5	37*	0.87	-0.28	58*	-5	8	-23	0.4
Cc1ccc2nsnc2c1S(=O)(=O)NCc1cccnc1	8	-8	-0.86	0.55	20	4	-4	1	0.8
Cc1ccc(NC(=O)CCc2ccc(S(=O)(=O)NC3CCCCC3)cc2)cc1	-2	6	-0.47	1.8	41	12	-8	-12	0.6
COc1ccc(/C=C/C(=O)c2ccc(NC(=O)c3cccs3)cc2)cc1OC	-25	54*	0.64	-0.74	72*	-9	12	-8	0.3
CCN(CC(=O)Nc1cccc(OC)c1)C(=O)c1ccc(C)s1	6	-5	-0.75	-0.76	72*	5	-2	9	0.3
O=C(CCCc1nc(-c2ccc(Cl)cc2)no1)N1CCOCC1	2	3	0.09	-0.16	nt	-5	4	-1	nt

Taken from above.
COc1ccccc1CN(C)C(=O)C1COc2ccccc2O1 (centres undefined) in CYP2C9 activ is listed with 0.5
O=C(CCCc1nc(-c2ccc(Cl)cc2)no1)N1CCOCC1 in hDAT+cocaine is listed with 0.09
Cc1ccc2nsnc2c1S(=O)(=O)NCc1cccnc1 in CYP2C9 inh is listed with 20
CCN(CC(=O)Nc1cccc(OC)c1)C(=O)c1ccc(C)s1 in LYP inh 2 is listed with -2
CCOC(=O)c1sc(/N=C/Nc2nc(C)c(C(=O)OCC)s2)nc1C in hDAT+cocaine is listed with 0.58
Cn1ncc(C#N)c1NC(=O)C1CC(c2c(F)cccc2Cl)=NO1 (centres undefined) in LYP act is listed with 1
Cc1cccc(-c2nc(=S)c3c(n2Cc2ccco2)CCCC3)c1 in PostGolgi ctrl is listed with 7

Later entries.
SMILES	E coli WT exp	PostGolgi ctrl	hDAT+cocaine	Pyk2 oligo antag	CYP2C9 inh	LYP act	LYP inh 2	PostGolgi yeast	CYP2C9 activ
COC(=O)c1ccsc1NC(=O)CSc1nnnn1Cc1ccccc1	-23	26	-0.82	-0.65	nt	-1	-2	4	nt
Cc1cccc(/C=N\NC(=O)c2csnn2)c1	2	3	0.45	-0.05	-2	5	-2	4	1
O=C(Cn1cnc2ccccc2c1=O)NCC(=O)N1CCN(c2ccccn2)CC1	1	-1	0.11	-0.28	-11	nt	nt	3	1.1
CCOC(=O)c1c(C)c(C(=O)NCC2CCCO2)c(C)n1C (centres undefined)	6	4	-0.13	1.7	-65	0	-4	-8	1.6
COc1ccc(CNCCNC(=O)c2ccco2)c(OC)c1OC	5	2	-0.31	0.89	-3	0	0	-4	1
CN(C)CCN1C(=O)C(=O)/C(=C(/O)c2ccc(OCc3ccccc3)cc2)C1c1ccncc1 (centres undefined)	-1	2	-0.32	0.12	-5	2	-4	3	1

Screening results (PubChem BioAssay)
